Source: PubChem
GPR35 antagonists: GPR35 antagonists blocking zaprinast-driven arrestin recruitment, primary screen, imaging, U2OS, beta-arrestin-GFP, zaprinast agonist (AID 2058). G-protein coupled receptor 35 (Homo sapiens). U2OS GPR35 beta-arrestin-GFP translocation imaging, zaprinast antagonism; higher % means a stronger effect. inhibition, % at 10 µM; hits with a dose series show IC50 in µM. actives 0.052% (n = 290,000);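 active = inhibition of at least 50% with at least 30 cells and total cytoplasm GFP at most 10,000,000; inconclusive = under 30 cells or total GFP of 10,000,000 plus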
SIAH1 antagonists: Siah-1 peptide-binding antagonists, primary screen, biochemical, fluorescence polarization, rhodamine-plectin, uHTS (AID 1817); displacement, % at 20 µM, or IC50 in µM where a hit was titrated; E3 ubiquitin-protein ligase SIAH1 (Homo sapiens); Siah-1 / rhodamine-plectin peptide fluorescence polarization; higher % means a stronger effect; actives 0.02% (n = 290,000);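 active = displacement of at least 50% at 20 µM, with a fluorescence ratio check between 0.3 and a set limit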;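 also: plate controls were Siah plus tracer with DMSO for no effect and tracer alone without Siah for full effect; strong numbers were not always called active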
GPR55 beta-arrestin: GPR55 agonists via beta-arrestin recruitment, primary screen, imaging, U2OS cells, beta-arrestin-GFP redistribution (AID 1961) | U2OS GPR55 beta-arrestin-GFP redistribution imaging; higher % means a stronger effect | G-protein coupled receptor 55 (Homo sapiens) | actives 0.048% (n = 290,000) | activation, % at 10 µM; hits with a dose series show EC50 in µM;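 active = activation above 40% with more than 50 cells counted in the well; inconclusive = wells holding fewer than 50 cells, flagged as toxic or sparse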;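 also: U2OS osteosarcoma cells stably expressing GPR55 and beta-arrestin-GFP; plate controls were DMSO negative control for no effect and LPI positive control for full effect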
KOR beta-arrestin-1: KOR antagonists, beta-arrestin recruitment, cell-based, luminescence, uHTS (AID 1778). KOR beta-arrestin recruitment, luminescence, antagonist mode; higher % means a stronger effect. one-dose inhibition, % at 10 µM; IC50 in µM for titrated hits. Kappa-type opioid receptor (Homo sapiens). actives 0.091% (n = 290,000); in the data active = inhibition above about 50%; also: strong numbers were not always called active
GPR55 antagonists: GPR55 antagonists blocking LPI-driven arrestin recruitment, primary screen, imaging, U2OS, beta-arrestin-GFP, LPI agonist (AID 2013); actives 0.13% (n = 290,000); G-protein coupled receptor 55 (Homo sapiens); inhibition, % at 10 µM; hits with a dose series show IC50 in µM; U2OS GPR55 beta-arrestin-GFP translocation imaging, LPI antagonism; higher % means a stronger effect;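 active = spots per cell inhibited over 60%, with over 100 cells counted and total cytoplasm intensity under 500,000; inconclusive = wells with under 100 cells, flagged as likely toxic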;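 also: U2OS cells stably carrying GPR55 and arrestin-GFP stimulated by 5 µM LPI near EC80; imaged beta-arrestin-GFP aggregate spots per cell after agonist stimulation; plate controls were LPI-stimulated DMSO wells for no effect and DMSO wells without LPI for full effect; some results filed as inactive read as strong as hits; confirmed hits need IC50 under 10 µM and bright autofluorescent wells are also inconclusive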
HIV peptide binding: inhibitors of HIV fusion peptide binding, primary screen, biochemical, uHTS, fluorescence dequenching (AID 1986) | cell-free peptide binding, fluorescence dequenching, 30 min; higher % means a stronger effect | inhibition, % at 20 µM, or IC50 in µM where a hit was titrated | actives 0.3% (n = 290,000); in the data active = inhibition mostly above about 52%, no sharp cut-off; inactive = mostly below about 76%; also: some results filed as inactive read as strong as hits
NOD1 inhibition: NOD1 signaling inhibitors, primary screen, cell-based, luminescence, uHTS (AID 1578) | inhibition, % at 4 µM, or EC50 in µM where a hit was titrated | NOD1-driven NF-kB luciferase reporter cells, luminescence; higher % means a stronger effect | actives 1% (n = 290,000); in the data active = inhibition mostly above about 36%, no sharp cut-off; inactive = mostly below about 34%;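 also: HEK-293T reporter cells stimulated with the NOD1 agonist gamma-tri-DAP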
KOR beta-arrestin-2: KOR agonists, beta-arrestin recruitment, primary screen, cell-based, luminescence, uHTS (AID 1777) | actives 0.02% (n = 280,000) | KOR beta-arrestin recruitment, luminescence; higher % means a stronger effect | activation, % at 10 µM; hits with a dose series show EC50 in µM; in the data active = activation above about 50%, passing the limit was not always enough; also: a part of the inactive calls stands beside numbers as strong as those of hits
AID2073: inhibitors of Mint1-CaV2.2 protein interaction, biochemical, HTRF (AID 2073) | HTRF protein-protein interaction, Mint1-CaV2.2; higher % means a stronger effect | actives 0.19% (n = 290,000) | Voltage-dependent N-type calcium channel subunit alpha-1B (Homo sapiens) | one-dose inhibition, % at 20 µM; IC50 in µM for titrated hits; in the data active = inhibition mostly above about 51%, no sharp cut-off; inconclusive = no clear call, values can overlap the other calls; inactive = mostly below about 53%; also: some results filed as inactive read as strong as hits
* marks the source's active call; other numbers are inactive results; u = inconclusive; x = no result given; [ ] = dose if it differs, or a comment. Some of the compounds tested; the hit share may differ from the screen's.

no.	canonical_smiles	KOR beta-arrestin-1	KOR beta-arrestin-2	NOD1 inhibition	HIV peptide binding	AID2073	GPR55 beta-arrestin	GPR35 antagonists	SIAH1 antagonists	GPR55 antagonists
1	N#C/C(=C\C=C\c1ccccc1)C(=O)NCc1cccnc1	4%[20 µM]	-4.6%	69%*	-0.5%	-2%	-0.3%	3%	3%	-5%
2	COc1ccc(/C=C/c2c([N+](=O)[O-])c(=O)n(C)c(=O)n2C)cc1O	-26%	-4.0%	26%	-2.4%	-1%	-0.2%	-2%	1%	6%
3	COc1ccc(C2CC(c3ccc(Cl)cc3)n3nc(N)nc3N2)cc1 (configuration not stated)	23%	0.8%	-8%	27%	-5%	-0.2%	3%	0%	5%
4	Nc1ncn(C(=O)c2ccco2)n1	-7%	-1.4%	-7%	-1.8%	-3%	-0.2%	14%	3%	-6%
5	Cc1ccc(-n2nnnc2SCC(=O)Nc2cccc(NC(=O)c3ccco3)c2)cc1C	8%	-2.1%	14%	-2.2%	2%	-0.2%	16%	-3%	6%
6	COc1ccc(C2c3c(noc3C)CC(C)(O)C2C(C)=O)cc1 (configuration not stated)	6%	-0.4%	2%	-0.8%	-4%	0.4%	2%	-2%	3%
7	COc1cccc(C(=O)NC(=S)Nc2ccc(N(C)C)cc2)c1	30%	1.4%	-80%	4.4%	-25%	0.1%	20%	-4%	2%
8	CN(C)C/C(Cl)=C(\Cl)c1ccccc1	20%	-5.2%	37%	1.7%	-2%	-0.2%	13%	0%	-10%
9	COc1ccc(CCNC(=O)COC(=O)c2ccc(N3CCCC3=O)cc2)cc1OC	-18%	2.7%	-41%	0.9%	-4%	1.2%	1%	-3%	-5%
10	CCCC(C)C(=O)Nc1ccc(C(N)=O)cc1 (configuration not stated)	2%	3.3%	x	1.6%	-4%	-0.5%	14%	4%	12%
11	O=C(NCc1ccc2c(c1)OCO2)C1CCCN(S(=O)(=O)c2cccnc2)C1 (configuration not stated)	-7%	0.4%	-1%	1.8%	3%	-0.1%	-6%	-2%	0%
12	O=C(Cn1cccc(C(F)(F)F)c1=O)c1ccc(Cl)cc1	4%	x	-11%	-0.4%	-14%	-0.2%	21%	1%	7%
13	O=C(NCC(c1cccnc1)N1CCOCC1)C1CCCCC1 (configuration not stated)	-14%	-4.7%	-26%	1.8%	8%	0.0%	-9%	14%	5%
14	CCN(C(=O)CSc1nc(N)cc(N)n1)C1CCS(=O)(=O)C1 (configuration not stated)	-13%	0.5%	-30%	0.8%	-1%	-0.1%	-3%	5%	-8%
15	Cc1ccc(CN(Cc2ccccc2)C(=S)NCC(=O)NCc2cccnc2)o1	21%	-0.8%	-13%	-0.9%	0%	-0.3%	-2%	-4%	6%
16	OCCC1CN(CC#Cc2ccccc2)CCN1Cc1ccccc1F (configuration not stated)	-5%	2.7%	23%	2.2%	6%	-0.3%	1%	4%	9%
17	CCCCN(CC)C(=O)Cc1ccc(Br)cc1	2%	-2.5%	9%	-0.4%	-10%	0.3%	-4%	-1%	9%
18	O=C(CSc1nc(C2CC2)nc2ccccc12)Nc1ccccc1Cl	-44%	-5.2%	-21%	1.1%	26%	0.5%	-1%	10%	8%
19	COc1ccc2nc(NC(=O)CSc3cn[nH]n3)sc2c1	-38%	4.8%	-21%	0.5%	0%	-0.1%	-5%	0%	-3%
20	O=C(O)Cn1nc(-c2ccc(F)cc2)oc1=O	18%	2.9%	-22%	-0.3%	14%	-0.1%	12%	4%	12%
21	Cc1cc(=O)oc2cc(OCc3ccc(C(=O)OCC(=O)Nc4ccc(N(C)C)cc4)cc3)ccc12	-52%[20 µM]	2.2%	-39%	-1.6%	55%	-0.1%	-1%	-4%	-4%
22	COC(CN(C)C(=O)C1CCC(CNS(=O)(=O)c2ccccc2)CC1)OC (configuration not stated)	-24%	-1.8%	1%	-0.3%	12%	-0.3%	5%	4%	8%
23	Cc1cc2ncn(/N=C/c3cc(Br)ccc3O)c2cc1C	0%	-0.5%	14%	-2.1%	28%	0.3%	-12%	-3%	11%
24	CCCCCCNc1nc(NCc2ccco2)nc(OCC)n1	-2%	5.1%	-12%	1.1%	-1%	-0.1%	1%	2%	4%
25	FC(F)(F)c1ccccc1CN1CCC(Cc2ccccc2)CC1	-11%[20 µM]	-6.2%	-5%	0.4%	3%	-0.4%	-3%	8%	25%
26	CCOC(=O)c1nn(-c2cccc(OC)c2)c(-c2ccccc2)c1C(=O)c1ccccc1	23%	0.2%	11%	-3.4%	-40%	0.2%	9%	4%	5%
27	O=C(NC1CCCCC1)C(c1cccs1)N(CCCN1CCOCC1)C(=O)c1ccc(-c2ccccc2)[nH]1 (configuration not stated)	-15%[20 µM]	x	-19%	0.3%	-5%	0.1%	12%	-1%	7%
28	c1ccc(COc2ccc(OCCn3cncn3)cc2)cc1	19%	-5.3%	-34%	-0.4%	5%	0.2%	-8%	-1%	-3%
29	CCN(CC)CCCN1C(=O)C(=O)/C(=C(/O)c2ccc(C)cc2)C1c1ccccn1 (configuration not stated)	13%	4.9%	-21%	1.3%	9%	-0.2%	7%	-4%	1%
30	O=C(O)CN1CCN(Cc2ccccc2)C1=O	7%	-0.7%	-13%	0.3%	-15%	0.1%	10%	4%	2%

Further results
no.	canonical_smiles	KOR beta-arrestin-1	KOR beta-arrestin-2	NOD1 inhibition	HIV peptide binding	AID2073	GPR55 beta-arrestin	GPR35 antagonists	SIAH1 antagonists	GPR55 antagonists
31	Cc1ccc(CNC(=O)CCSCc2ccc(C)cc2)cc1	-3%	-5.2%	-3%	-0.9%	4%	-0.1%	7%	2%	6%
32	Cc1ccc(-n2cccc2/C=C2\C(=N)N3N=C(C(C)C)SC3=NC2=O)cc1	-29%	-1.0%	9%	50%	26%	-0.5%	5%	5%	3%
33	Cc1ccc(NNC(=O)c2c(F)cccc2Cl)cc1C	-7%	x	-6%	-2.3%	-12%	0.3%	-4%	-2%	-3%
34	CCCCCCCOc1ccc(C(=O)Nc2cccnc2)cc1	-28%[20 µM]	-5.3%	-25%	-1.5%	3%	-0.2%	13%	-1%	-10%
35	Cc1ccc(/C=C2\SC(=S)N(CC(=O)Nc3cccnc3)C2=O)cc1	0%	2.3%	-12%	3.3%	22%	-0.4%	-1%	12%	-4%
36	CC(=O)c1ccc(N2CCN(C(=O)COc3ccc(F)cc3)CC2)c(F)c1	9%	6.4%	1%	-0.7%	-5%	0.1%	2%	2%	14%
37	CCCCS(=O)(=O)Nc1ccc2c(c1)ncn2C1CCCCC1	-40%	6.4%	10%	0.5%	4%	0.0%	-3%	0%	-6%
38	COc1ccc(C2Nc3ccccc3C(=O)N2NS(C)(=O)=O)c(OC)c1 (configuration not stated)	7%	-4.4%	-9%	-1.4%	27%	0.5%	-2%	-5%	0%
39	CCC(=O)Nc1ccc(C(=O)CSc2nnc(-c3ccccc3F)n2CCc2ccccc2)cc1	23%	-3.4%	-23%	1.7%	19%	-0.1%	-3%	28%	2%
40	CCOC(=O)c1c(-c2ccccc2)nc2c(C)cccn12	-28%	1.0%	-24%	0.2%	30%	0.0%	2%	3%	0%
41	CN(Cc1nc(-c2ccc3c(c2)OCO3)no1)CC1(N2CCOCC2)CCCCC1	-21%[20 µM]	x	-13%	-1.1%	u	0.1%	10%	5%	11%
42	CN1CCc2[nH]c3ccc(C(=O)NN)cc3c2C1	2%	8.5%	-20%	18%	1%	-0.1%	-10%	-1%	1%
43	Cc1ccc(S(=O)(=O)N(CC(=O)Nc2ccccc2C(=O)O)c2cccc(Cl)c2C)cc1	-45%	-1.3%	20%	52%*	6%	1.6%	-1%	6%	-5%
44	CC(CCCC(C)(C)O)NC(=O)c1ccc2oc(CCc3ccccc3)nc2c1 (configuration not stated)	13%	-1.9%	-9%	0.6%	-5%	-0.1%	-10%	2%	10%
45	O=C(Nc1ccc(F)cc1F)c1csc(-c2ccncc2)n1	-22%[20 µM]	3.1%	-36%	1.4%	-4%	-0.1%	-1%	-1%	9%
46	O=c1c2ccccc2ncn1Cc1cccc2ccccc12	-47%[20 µM]	-3.2%	-30%	-0.8%	-9%	-0.1%	-12%	12%	-4%
47	O=C(O)CSc1ncnc2scc(-c3ccc(Br)cc3)c12	-17%	1.2%	7%	9.3%	14%	-0.1%	14%	0%	-20%
48	COc1ccc2[nH]c(O)c(N=O)c2c1	9%	-0.3%	-14%	-2.1%	-2%	0.0%	-6%	13%	6%
49	CC(C)(C)C(=O)c1sc2nc(-c3cccs3)cc(C(F)(F)F)c2c1N	-20%	8.2%	3%	2.3%	28%	8.6%	-8%	-1%	4%

Down the list, quoted from above.
KOR beta-arrestin-1 for nos. 31 to 37 → -3%, -29%, -7%, -28%[20 µM], 0%, 9%, -40%
GPR35 antagonists for nos. 31 to 37 → 7%, 5%, -4%, 13%, -1%, 2%, -3%
AID2073 for nos. 31 to 37 → 4%, 26%, -12%, 3%, 22%, -5%, 4%

Quoted at random: three entries already listed
no.	canonical_smiles	KOR beta-arrestin-1	KOR beta-arrestin-2	NOD1 inhibition	HIV peptide binding	AID2073	GPR55 beta-arrestin	GPR35 antagonists	SIAH1 antagonists	GPR55 antagonists
28	c1ccc(COc2ccc(OCCn3cncn3)cc2)cc1	19%	-5.3%	-34%	-0.4%	5%	0.2%	-8%	-1%	-3%
43	Cc1ccc(S(=O)(=O)N(CC(=O)Nc2ccccc2C(=O)O)c2cccc(Cl)c2C)cc1	-45%	-1.3%	20%	52%*	6%	1.6%	-1%	6%	-5%
46	O=c1c2ccccc2ncn1Cc1cccc2ccccc12	-47%[20 µM]	-3.2%	-30%	-0.8%	-9%	-0.1%	-12%	12%	-4%

Five compounds from above, ordered by the number in GPR35 antagonists, smallest number first:
item	SMILES	GPR35 antagonists
46	O=c1c2ccccc2ncn1Cc1cccc2ccccc12	-12%
2	COc1ccc(/C=C/c2c([N+](=O)[O-])c(=O)n(C)c(=O)n2C)cc1O	-2%
18	O=C(CSc1nc(C2CC2)nc2ccccc12)Nc1ccccc1Cl	-1%
32	Cc1ccc(-n2cccc2/C=C2\C(=N)N3N=C(C(C)C)SC3=NC2=O)cc1	5%
47	O=C(O)CSc1ncnc2scc(-c3ccc(Br)cc3)c12	14%
